POLK inh: qHTS for Inhibitors of Polymerase Kappa. AID 588579, 2011. hit rate 0.53% among 400,000. DNA polymerase kappa (Homo sapiens), Q9UBT6. purified Pol kappa, fluorescent DNA synthesis assay, 10 min. Potency, µM (doses to about 107 µM), inactives show at the highest dose activity, negative = inhibition, actives largely listed as inhibitors; further: potency means the concentration at half of the fitted maximal effect; on the % scale 0 is the no-effect control and ±100 the full control effect
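First, compounds were pin-transferred onto 10 nM Pol kappa. After 15 min at room temperature, substrate was added to 50 nM final. Fluorescence was then measured kinetically at 0 and 10 min.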
Glioma ERSR ind: qHTS for Inducers of the Endoplasmic Reticulum Stress Response (ERSR) in Human Glioma: qHTS | U87-MG GRP78 promoter luciferase reporter, 16 h | Potency, µM, without a hit: top-dose activation, most hits filed as activators | hit rate 0.02% among 420,000; further: potency means the concentration at half of the fitted maximal effect; series mostly up to about 76 µM; % of control where 0% means no effect; nearly all actives have a fitted effect of over 35% in size
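Stably transfected U87-MG glioma cells carrying a GRP78-based luciferase sensor; 16 h compound incubation. Luminescence end-point read 10 min after Bright-Glo addition at room temperature.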
Pol eta inh: qHTS for Inhibitors of Polymerase Eta; recombinant Pol eta, fluorescent DNA replication assay; Potency, µM (titrated, usually from 114 µM), without a hit: at the highest dose activity change, negative = inhibition, hits mostly inhibitors; hit rate 1.2% among 390,000; AID 588591, 2011; further: potency means the concentration at half of the fitted maximal effect; on the % scale 0 is the no-effect control and ±100 the full control effect
Target sequence (Q9Y253 whole entry, looked up): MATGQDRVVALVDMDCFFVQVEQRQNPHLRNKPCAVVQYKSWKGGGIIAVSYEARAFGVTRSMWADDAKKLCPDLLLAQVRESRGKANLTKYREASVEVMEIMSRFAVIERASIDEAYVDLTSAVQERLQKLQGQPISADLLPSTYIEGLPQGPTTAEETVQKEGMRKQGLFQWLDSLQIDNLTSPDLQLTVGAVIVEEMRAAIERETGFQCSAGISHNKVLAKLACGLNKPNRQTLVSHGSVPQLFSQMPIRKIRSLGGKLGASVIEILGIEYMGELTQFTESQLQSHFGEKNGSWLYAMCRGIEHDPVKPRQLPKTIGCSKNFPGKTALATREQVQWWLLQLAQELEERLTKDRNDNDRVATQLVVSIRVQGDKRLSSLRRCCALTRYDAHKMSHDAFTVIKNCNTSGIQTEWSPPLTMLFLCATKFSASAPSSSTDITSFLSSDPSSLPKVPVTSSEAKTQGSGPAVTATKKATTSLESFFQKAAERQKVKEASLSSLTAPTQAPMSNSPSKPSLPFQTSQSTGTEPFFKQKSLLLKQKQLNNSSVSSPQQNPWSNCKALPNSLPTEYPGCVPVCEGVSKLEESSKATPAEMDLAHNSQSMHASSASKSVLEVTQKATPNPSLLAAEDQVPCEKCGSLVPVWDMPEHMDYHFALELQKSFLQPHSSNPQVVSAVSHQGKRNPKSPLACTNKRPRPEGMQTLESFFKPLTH
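Pol eta (10 nM) was preincubated with compounds for 15 min at room temperature, after which fluorescent replication substrate (50 nM final) was added to start the reaction. Fluorescence was read kinetically at 0 and 10 min.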
Pol iota inh: qHTS for Inhibitors of Polymerase Iota. AID 588590, 2011. hit rate 1% among 390,000. Potency, µM (highest dose often 115 µM), for inactives: at the highest dose activity, negative = inhibition, usual class: inhibitors. DNA polymerase iota (Homo sapiens), Q9UNA4. Pol iota fluorescent replication assay, 10 min; further: potency means the concentration at half of the fitted maximal effect
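Fluorescent replication assay read twice, at 0 min and 10 min after adding 50 nM (final) substrate. Enzyme (10 nM) and compounds were first incubated 15 min at room temperature; enzyme-free buffer wells were negative controls.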
APEX1 inh: qHTS Assay for Inhibitors of the Human Apurinic/apyrimidinic Endonuclease 1 (APE1); DNA repair nuclease/redox regulator APEX1 (Homo sapiens), P27695; hit rate 0.35% among 350,000; Potency, µM (series often up to 65.8 µM), for inactives: at the top dose activity change, negative = inhibition, usual class: inhibitors; recombinant APE1, TAMRA/BHQ-2 abasic DNA cleavage fluorescence;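 further: potency means the concentration at half of the fitted maximal effect; plate controls were vehicle for no effect and reference inhibitor for full effect; nearly all actives have a fitted effect of over 55% in size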
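Measures dequenching upon AP-site incision of a 5'-TAMRA/3'-BHQ-2 THF-containing duplex, 50 nM; human APE1 0.75 nM after 15 min room-temperature exposure to compound; kinetic three-point read at one-minute spacing.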
Pol beta inh: qHTS Assay for Inhibitors of DNA Polymerase Beta; P06746; Pol beta primer extension/strand displacement, fluorescence kinetic; Potency, µM (highest dose often 114 µM), inactives show at the highest dose activity change, negative = inhibition, most hits filed as inhibitors; hit rate 1.3% among 340,000; AID 485314, 2010; further: potency means the concentration at half of the fitted maximal effect; on the % scale 0 is the no-effect control and ±100 the full control effect
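10 nM enzyme + cpd, 15 min RT; start with substrate 50 nM final; read 0 min and after 10 min RT. Corrected, normalized data; 4-parameter Hill curve fit.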
LDHA inh: qHTS assay for inhibitors of human lactate dehydrogenase; purified LDHA, NADH/diaphorase-resazurin fluorescence; stronger effect = lower value; activity change, % (values are at about 110 or 230 µM); hit rate 0.15% among 480,000; AID 1347041, 2019; in the data active means activity change below about -30%; inconclusive means mostly about -25% to -30%;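 further: plate controls were DMSO wells for no effect and wells without enzyme for full effect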
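Remaining NADH was detected by diaphorase (0.133 mg/mL) converting 37 µM resazurin to fluorescent resorufin, read at 0 and 20 minutes. The preceding 5-minute room-temperature reaction used 2 nM LDHA, 0.2 mM sodium pyruvate and 0.06 mM NADH at pH 7.4.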
BLM inh: qHTS Assay for Inhibitors of Bloom's syndrome helicase (BLM); RecQ-like DNA helicase BLM (Homo sapiens), P54132; recombinant BLM DNA unwinding, fluorescence dequenching; Potency, µM (highest dose often 56.1 µM), for inactives: top-dose activity change, negative = inhibition, actives largely listed as inhibitors; hit rate 0.2% among 350,000; AID 2528, 2010;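 further: potency means the concentration at half of the fitted maximal effect; plate controls were vehicle for no effect and no enzyme for full effect; nearly all actives have a fitted effect of over 35% in size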
Anesthetic bind: qHTS Assay for Identification of Novel General Anesthetics; Ferritin light chain (Equus caballus), P02791; apoferritin/1-aminoanthracene competitive binding, fluorescence; Potency, µM (top dose mostly 77.5 µM), for inactives: at the highest dose activity change, negative = displacement, most hits filed as inhibitors; hit rate 0.074% among 350,000; AID 485281, 2010; further: potency means the concentration at half of the fitted maximal effect; on the % scale 0 is the no-effect control and ±100 the full control effect; nearly all actives have a fitted effect of over 20% in size
Target sequence (P02791 2-175 limits assumed): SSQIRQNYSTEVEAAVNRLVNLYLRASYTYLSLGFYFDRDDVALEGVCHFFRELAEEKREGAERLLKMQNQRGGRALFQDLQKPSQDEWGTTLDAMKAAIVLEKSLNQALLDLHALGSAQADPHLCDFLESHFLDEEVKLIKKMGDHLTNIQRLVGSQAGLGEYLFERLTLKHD
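Probe: 1-aminoanthracene (50% saturated, PBS). Protein: horse-spleen apoferritin, 10 uM. Incubation: 10 min, room temperature. Detection: 380 nm excitation, 535 nm emission. Analysis: normalized response, four-parameter Hill.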
* = called active by the depositor; ? = inconclusive; . = not tested or not shown; & = joins results of further samples; [ ] = another dose, or the depositor's remark. Unless noted, the call rests on the fitted dose curve; in most records, active means well fitted curve in the direction sought with a large enough effect; inconclusive means small, poorly fitted or top-dose-only effect, or another doubt; inactive means no such curve, though single readings can be large; an effect the other way counts as inactive or inconclusive.

Structure,BLM inh,Pol eta inh,Pol iota inh,POLK inh,APEX1 inh,LDHA inh,Pol beta inh,Anesthetic bind,Glioma ERSR ind
CC(=O)OC[C@@H]1O[C@H](C/C=N\O[C@@H](C)CN2CCCc3nc(C)c(C)cc32)C=C[C@@H]1OC(C)=O,0%[12.4 µM],.,.,.,27%[12.4 µM],.,.,56%[activator][15.3 µM],-2%
CC1=C(C(=O)OCc2ccccc2)C(c2ccsc2)C(C#N)=C(N)O1 (stereo unspecified),-11%,-15%,-8%,-6%,10%,10,-2%,-2%,-3%
Cc1cc(C)cc(OCC(=O)N2CCN(c3ncccn3)CC2)c1,.,1%,28%,-1%,-21%,-4,.,.,0%
O=C(CN1CCCCCC1)N/N=C/c1ccc2ccccc2c1,10%,-16%,36%,4%,23%,-8,1%,?,2%
CC(Oc1ccc2c(c1)c1ccnc3c4ccccc4c(=O)n2c13)C(=O)NCCN1CCOCC1 (stereo unspecified),50%[activator],7%,?,2%,12%,-1,?,7%,-4%
C/C(=N\NC(=O)Nc1ccccc1)c1ccc2ccccc2c1,-2%,-2%,259%[activator],-4%,0%,-9,11%,1%,-3%
Cc1nc(NCCc2ccccc2)c(C#N)c(C)c1[N+](=O)[O-],-2%,-29%,19%,-12%,?,0,34%,-14%,-3%
CN/C=C1\C(=O)C(C)(C)Oc2ccc3ccc(=O)oc3c21,-2%,-17%,10%,-7%,1%,-9,1%,6%,-2%
COCC(=O)N1CCC2(CC1)CN(c1ccncc1)C2,-2%,.,.,-3%[60.1 µM],5%,.,.,.,-2%
CC(=O)Nc1ccc(NC(=O)CCS(=O)(=O)c2ccc3c(c2)CC(=O)N3C)cc1,-1%,1%,23%,-4%,.,1,4%,0%,-2%
N#Cc1ccc(-c2nnnn2-c2ccc3c(c2)OCO3)cc1,-1%,-4%,14%,-1%,-2%,-3,2%,-12%,3%
CC(=O)C1=C(O)C(=O)N(Cc2ccco2)C1c1ccccc1 (stereo unspecified),1%,-1%,-8%,-5%,16%,-4,9%,-6%,-2%
CCOc1cccc(CN2CCC(n3nccc3NC(=O)C3CC3)CC2)c1O,2%,-20%,44%[activator],-4%,12%,2,-4%,-13%,-2%
COc1ccc(/C=C2\Sc3ccc(C(=O)NC4CC4)cc3N(C)C2=O)cc1OC,-3%,-16%,3%,1%,-31%,-3,?,-11%,-9%
COc1cc(CCC(=O)OCC(=O)Nc2sccc2C(N)=O)cc(OC)c1OC,.,?,?,-14%,-29%,-4,.,.,-4%
CCN(CC(=O)Nc1c(F)cccc1F)C(=O)c1cn2ccccc2n1,.,-6%,14%,0%,11%,-10,.,.,-4%
Cc1nnc(SCC(=O)NCCOc2ccc(Cl)cc2)n1-c1ccccc1,-1%,-10%,11%,1%,1%,-8,4%,-12%,1%
Oc1ccc(-c2nnc(Nc3ccccc3)c3ccccc23)cc1,-9%,1%,-5%,-5%,-1%,-2,-2%,0%,-5%
Cc1ccc(-c2nc3scc(CCNS(=O)(=O)c4ccc(Oc5ccccc5)cc4)n3n2)cc1,-1%,7%,-3%,-12%[60.1 µM],.,-6,-6%,100%[activator],-7%
CC(OC(=O)c1nsc(Cl)c1Cl)C(=O)NC(C)(C)C (stereo unspecified),5%,-10%,25%,7%,3%,0,21%,-8%,-8%
CCS(=O)(=O)NCC(c1ccco1)N1CCN(c2ccc(OC)cc2)CC1 (stereo unspecified),1%,-18%,7%,-12%[60.1 µM],.,0,6%,40%[activator],-4%
COc1ccc(S(=O)(=O)N2CCCCC2)cc1NC(=O)Cc1cccc(C(F)(F)F)c1,.,-3%,16%,-15%,0%,1,.,.,-4%
N#Cc1c(-c2cccnc2)c2c([nH]c1=O)-c1ccccc1OC2,-2%,-11%,14%,-2%,-5%,-3,2%,995%[activator],-3%
CCOc1ccc(NC(=O)NC23CC4CC(CC(C4)C2)C3)cc1,-1%,-9%,-2%,-12%,5%,-5,11%,-12%,5%
O=C(c1ccc(Cl)cc1)C1CCCN(Cc2cccn2-c2ccccn2)C1 (stereo unspecified),-9%,-23%,17%,-6%,-5%,-4,-11%,-15%,-4%
CCNC(=O)c1ccccc1NC(=O)c1cccc(S(=O)(=O)N2CCOCC2)c1,7%,-16%,-1%,-7%,3%,-7,37%,-6%,-3%
C[C@@H]1CC[C@@]2(O[C@@H](CCO)C[C@H](O)[C@H]2O)O1,.,-1%,33%[activator],17%,.,1,.,.,-2%
CCc1nnc(NC(=O)c2cc(S(=O)(=O)N3CCN(CC)CC3)ccc2Cl)s1,.,-5%,11%,14%,.,2,.,.,-5%
CN(C)C(=O)C12CCC(C)(C(=O)C1Br)C2(C)C (stereo unspecified),-1%,-6%,-6%,-9%,3%,-5,33%,3%,-1%
CCc1ccc(CNC(=O)c2cc(-c3ccc(Br)s3)nc3ccccc23)cc1,-2%,-10%,?,?,.,-2,-1%,-6%,-2%
Cc1ccccc1CSc1[nH]c(=O)ncc1C,-1%,-12%,34%[activator],7%,36%,1,12%,?,-4%
CC(=O)c1ccc(NC(=O)Cn2cnc(S(=O)(=O)N3CCCC3)c2)cc1,3%,-1%,-21%,-13%,49%[activator],-12,-19%,-11%,-5%
Oc1cccc(NC(=S)N=Nc2c(O)[nH]c3ccc(Br)cc23)c1,-5%,-9%,31%,-1%,8%,-7,1%,-10%,-1%
COCCNc1cc(-c2ccccc2C(F)(F)F)ncn1,2%,.,.,-2%[60.1 µM],0%,.,.,-4%,2%
Cc1ccccc1NC(=S)NC(=O)Cc1ccc(Cl)cc1,-19%,-16%,137%[activator],-8%,-17%,-5,1%,0%,-1%
Cc1ccc(NC(=O)NCCOCCn2c(=O)oc3ccccc32)cc1F,0%,-11%,11%,9%,.,-3,24%,-8%,3%
CCCn1c(=O)c2[nH]c(C3CCCC3)nc2n(CCC)c1=O,-3%&1%&5%,3%,-22%,10%[60.1 µM],-4%&-2%&-1%&1%&-1%,-6,-2%,2%,-1%&-4%&-4%&-4%&-4%
CC(=O)c1cccc(NC(=O)CN2C(=O)c3ccccc3C2=O)c1,-4%,-16%,63%[activator],-15%,14%,-2,18%,-3%,-1%
Cc1nn(-c2ccccn2)c2c1C(c1ccsc1)C1=C(CCCC1=O)N2 (stereo unspecified),-8%,-4%,31%[activator],-7%,-2%,3,4%,-2%,-1%
O=C(CSc1nnc(NC(=O)c2c(F)cccc2F)s1)NCc1ccco1,.,?,?,?,15%,-3,.,.,2%
CCC(C)NC(=O)CSc1nc2c(sc(=S)n2-c2cc(Cl)ccc2OC)c(=O)[nH]1 (stereo unspecified),-4%,-11%,-1%,10%,10%,0,1%,-5%,-1%
COc1ccc(-c2c(NC(=O)C(C)C)n(C)c3ccccc3c2=O)cc1,0%,4%,-1%,-3%,2%,1,0%,0%,0%
Cc1cnccc1CN(C)C(=O)CC1C(=O)NCCN1CC1CCCCC1 (stereo unspecified),-13%,-13%,-11%,11%,-5%,-1,-10%,-15%,-3%
Cc1ccccc1NC(=O)c1c([N+](=O)[O-])c(C(C)(C)C)nn1C,-7%,-23%,174%[activator],-9%,2%,-1,-13%,-20%,-2%
COc1ccc(CNC(=O)Cn2ncc3c4ccccc4n(Cc4cccc(Cl)c4)c3c2=O)cc1,-5%,-11%,?,-21%,.,-15,-2%,-2%,-3%
Cc1cc[n+](CC(=O)c2cc3ccccc3oc2=O)cc1,-4%,-10%,4%,-12%,4%,38,78%,36%[activator],-3%
CC1CCN(Cc2c(C(=O)N/N=C/c3ccc(OC(C)C)cc3)nnn2-c2nonc2N)CC1,-10%,-13%,-21%,-16%,-9%,-3,-2%,-4%,-5%
O=C(Cc1c[nH]c2ccccc12)NCc1ccccc1F,0%,-21%,41%[activator],-1%,-1%,-1,6%,-15%,-2%
COC(=O)COc1ccc(S(=O)(=O)NCc2ccco2)cc1Cl,-1%,-8%,-5%,-3%,-1%,-2,15%,-9%,3%
Cc1cc(=O)[nH]c(SCC(=O)/C=C2\N(C)c3ccccc3C2(C)C)n1,1%,-10%,4%,-11%,-11%,-5,-1%,3%,-3%
CCCn1ncc(/C=N/O)c1C,0%,5%,13%,-14%,-6%,-1,?,-4%,-3%
Cc1ccc2c(C)nc(NC3=NCN(CCc4ccccc4)CN3)nc2c1,73%[activator],.,.,.,1%,.,-4%,-10%,.
COc1ccc(-c2noc(N3CCC(C(=O)N4CCN(c5cccc(C)c5C)CC4)CC3)n2)cc1,-6%,2%,2%,-8%[60.1 µM],.,3,2%,-9%,-1%

Screening data from PubChem.

A portion of the library. The share of hits here may be higher or lower than overall.
